Screening results: PubChem, several laboratories
M5 antag = human M5 muscarinic receptor antagonists, primary screen, CHO cells, Fluo-8 calcium fluorescence | Muscarinic acetylcholine receptor M5 (Homo sapiens), P08912 | CHO-hM5 cells, ACh EC80 | inhibition, % at 3 µM | actives 0.59% (n = 360,000);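 active = inhibition above a per-plate cutoff, the mean of that plate's test compounds plus 3 SD, cut at about 27% in these data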;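 also: 0% = acetylcholine EC80 with DMSO and 100% = DMSO without agonist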
Target sequence (P08912 whole entry, looked up): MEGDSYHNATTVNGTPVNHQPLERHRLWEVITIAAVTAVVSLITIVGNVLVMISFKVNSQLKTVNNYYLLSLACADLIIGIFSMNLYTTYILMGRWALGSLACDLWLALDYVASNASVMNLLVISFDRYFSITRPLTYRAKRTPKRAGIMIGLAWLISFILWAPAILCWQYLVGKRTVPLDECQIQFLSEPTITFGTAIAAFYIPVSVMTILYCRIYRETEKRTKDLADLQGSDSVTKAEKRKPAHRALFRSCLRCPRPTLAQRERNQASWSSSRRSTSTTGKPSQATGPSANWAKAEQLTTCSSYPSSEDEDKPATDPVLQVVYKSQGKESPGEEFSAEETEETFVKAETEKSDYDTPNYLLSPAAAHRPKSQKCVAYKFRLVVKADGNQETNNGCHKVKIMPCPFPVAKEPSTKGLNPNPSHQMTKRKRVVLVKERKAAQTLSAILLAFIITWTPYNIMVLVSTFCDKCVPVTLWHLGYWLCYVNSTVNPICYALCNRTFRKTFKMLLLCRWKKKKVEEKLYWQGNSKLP
CHRM5 PAM = human M5 muscarinic receptor positive allosteric modulators, primary screen, CHO-K1 cells, Fluo-8 calcium fluorescence | Muscarinic acetylcholine receptor M5 (Homo sapiens), P08912 | CHO-K1 hM5, ACh EC20 PAM; 0% = ACh EC20, 100% = ACh EC100 | activation, % at 3 µM | actives 0.3% (n = 360,000);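 active = activation above the run cutoff, the mean activation of all test compounds plus 3 SD, cut at about 18% in these data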
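system = human M5 receptor in CHO-K1 cells | reagent = EC20 acetylcholine as agonist stimulus | compound dosing = single-point, 3 µM nominal | incubation = Fluo-8 loading 80 min at 37 °C plus 30 min room temperature | detection = Fluo-8 calcium dye fluorescence, kinetic read | benchmarks = low control EC20 acetylcholine (0%), high control EC100 acetylcholine (100%)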
TAAR1 agonist = human TAAR1 agonists, primary screen, Fluo-8 calcium fluorescence, CHO RD-HGA16 cells; vehicle wells 0%, saturating PEA agonist 100%; activation, % at 3 µM; actives 0.99% (n = 360,000);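 active = activation above the mean activation of all test compounds in the run plus 3 SD, cut at about 38% in these data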
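System: CHO RD-HGA16 cells carrying human TAAR1 plus Gα16; Incubation: 17-24 h seeding, 75 min 37 °C dye, 30 min RT; Measured by: Fluo-8 fluorescence, 5 s baseline then 140 s kinetic read; Control set: DMSO and PEA EC100; Replication: single well for each compound.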
M4 PAM = human M4 muscarinic receptor positive allosteric modulators, primary screen, CHO-K1 cells, Fluo-8 calcium fluorescence | Muscarinic acetylcholine receptor M4 (Homo sapiens), P08173 | CHO-K1 hM4/Gqi5, ACh EC20; 0% = ACh EC20, 100% = maximal ACh | activation, % at 3 µM | actives 0.4% (n = 360,000) | AID 624126, 2012;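 active = activation above its plate's cutoff, the mean activation of sample wells plus 3 SD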; also: some results filed as inactive read as strong as hits
Target sequence (P08173 whole entry, looked up): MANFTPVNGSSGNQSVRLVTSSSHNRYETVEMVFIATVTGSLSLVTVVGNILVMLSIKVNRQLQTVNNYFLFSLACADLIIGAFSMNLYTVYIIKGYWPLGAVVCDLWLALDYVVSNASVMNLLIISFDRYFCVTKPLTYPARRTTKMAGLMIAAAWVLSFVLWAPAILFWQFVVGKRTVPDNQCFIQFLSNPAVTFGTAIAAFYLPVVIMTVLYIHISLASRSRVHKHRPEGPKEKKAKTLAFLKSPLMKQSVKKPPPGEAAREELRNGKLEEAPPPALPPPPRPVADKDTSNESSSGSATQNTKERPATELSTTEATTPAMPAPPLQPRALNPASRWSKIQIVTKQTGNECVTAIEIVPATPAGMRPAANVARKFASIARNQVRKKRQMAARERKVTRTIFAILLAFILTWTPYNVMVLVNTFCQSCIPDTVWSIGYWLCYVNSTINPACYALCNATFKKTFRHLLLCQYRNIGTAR
CRFR2-BP antag = antagonists of CRF-BP/CRF-R2 complex, primary screen, cell-based, HEK293, calcium dye fluorescence, uHTS; inhibition, % at 11.8 µM; CRF-induced calcium fluorescence; actives 0.59% (n = 350,000);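 active = inhibition of the ligand-induced calcium signal above about 50% at the single tested concentration, limit read from the data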
CRFBP-R2 agonist = agonists of CRF-BP/CRF-R2 complex, primary screen, cell-based, HEK293, calcium dye fluorescence, uHTS. calcium dye fluorescence (FLIPR); percent of saturating CRF peptide response. activation, % at 13.2 µM. actives 0.46% (n = 350,000);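 active = activation of at least 50%, plus an integration ratio under a set limit after plate pattern correction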;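 also: plate controls were neutral control wells without compound for no effect and CRF at EC100 for full effect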
TAAR1 antag = human TAAR1 antagonists, primary screen, Fluo-8 calcium fluorescence, CHO RD-HGA16 cells; AID 624466, 2012; inhibition, % at 3 µM; Trace amine-associated receptor 1 (Homo sapiens), Q96RJ0; actives 1.5% (n = 360,000); antagonist;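 active = inhibition above a per-plate cutoff, the mean inhibition of test compounds on that plate plus 3 SD, cut at about 49% in these data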;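 also: 0% = DMSO plus EC80 beta-PEA response and 100% = DMSO alone without agonist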
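Test system – hTAAR1-expressing CHO RD-HGA16 cells, Gα16-coupled · Also added – β-PEA at EC80 concentration, post-compound challenge · Compound – 3 µM, single point · Incubation – dye loading 75 min at 37 °C, then 30 min room temperature · Measured by – Fluo-8 intracellular calcium dye fluorescence, real-time kinetic reads · Benchmarks – vehicle and agonist controls · Replicates – singlicate, one well per test compound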
M5 ag = human M5 muscarinic receptor agonists, primary screen, CHO-K1 cells, Fluo-8 calcium fluorescence; activation, % at 3 µM; CHO-K1 hM5 cells; 0% DMSO wells, 100% maximal acetylcholine response; actives 0.19% (n = 360,000); Muscarinic acetylcholine receptor M5 (Homo sapiens), P08912;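 active = activation above the run's mean over test compounds plus 3 SD, cut at about 23% in these data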;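 also: signal is peak over basal fluorescence ratio across the kinetic read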
M1 PAM parental = nonselective calcium activators in parental CHO-K1 cells, primary screen, counter-screen for M1 PAM project, cell-based, Fluo-8 calcium fluorescence, full deck, 1536-well | activation, % at 3 µM | ATP EC20; 0% at ATP EC20, 100% at ATP max | actives 0.02% (n = 360,000);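 active = activation above the run cutoff, the mean activation of all test compounds plus 3 SD, cut at about 40% in these data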;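 also: peak over basal fluorescence ratio in a 140 s read after ATP addition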
An asterisk follows results filed as active.

Screening COC(=O)C1=C(C)N(CCCC(=O)O)C(=O)NC1c1cccc(Cl)c1Cl (stereo unspecified) returned M5 antag 5, CHRM5 PAM -1, TAAR1 agonist 4, M4 PAM 2, CRFR2-BP antag 3, CRFBP-R2 agonist -0.2, TAAR1 antag -11, M5 ag 4 and M1 PAM parental 2.
`C=CCNC(=O)CSc1n[nH]c(-c2cc(Cl)ccc2OC)n1` gave M5 antag 11, CHRM5 PAM 0, TAAR1 agonist 1, M4 PAM -3, CRFR2-BP antag -5, CRFBP-R2 agonist 0.2, TAAR1 antag -9, M5 ag -3 and M1 PAM parental 14.
Screening Cc1cc(C(=O)NN=C2CCCCC2)c2ccccc2n1 returned M5 antag 6, CHRM5 PAM -1, TAAR1 agonist -1, M4 PAM -3, CRFR2-BP antag 8, CRFBP-R2 agonist 0.6, TAAR1 antag -2, M5 ag -1 and M1 PAM parental 15.
`COc1ccc(N=Nc2c(C)[nH][nH]c2=O)cc1` gave M5 antag -6, CHRM5 PAM 9, TAAR1 agonist -2, M4 PAM -1, CRFR2-BP antag 29, CRFBP-R2 agonist -1.2, TAAR1 antag 0, M5 ag -4 and M1 PAM parental 28.
For C/C(=N\Nc1ccccc1Cl)c1ccc(-n2ccnc2)cc1 the results were M5 antag 1, CHRM5 PAM 5, TAAR1 agonist 7, M4 PAM 0, CRFR2-BP antag 1, CRFBP-R2 agonist -1.0, TAAR1 antag 6, M5 ag -3 and M1 PAM parental 16.
Screening O=C(c1cc2nc(-c3cccs3)cc(C(F)(F)F)n2n1)N1CCCc2ccccc21 returned M5 antag -6, CHRM5 PAM 5, TAAR1 agonist 10, M4 PAM -3, CRFR2-BP antag 26, CRFBP-R2 agonist 13, TAAR1 antag 7, M5 ag 0 and M1 PAM parental -6.
O=C(/C=C/c1ccco1)NCC1(c2ccccc2)CCCC1 was read as M5 antag -11, CHRM5 PAM 1, TAAR1 agonist 3, M4 PAM 3, CRFR2-BP antag -2, CRFBP-R2 agonist 0.9, TAAR1 antag -18, M5 ag -4 and M1 PAM parental 0.
For COc1ccc(C(=O)CCC(C)(C)[N+](=O)[O-])cc1 the results were M5 antag 4, CHRM5 PAM -1, TAAR1 agonist 2, M4 PAM -7, CRFR2-BP antag 11, CRFBP-R2 agonist -0.7, TAAR1 antag -11, M5 ag 1 and M1 PAM parental 6.
Screening COc1ccc(CNS(=O)(=O)c2ccc(-c3cc(C)no3)cc2)cc1 returned M5 antag 1, CHRM5 PAM -4, TAAR1 agonist 0, M4 PAM -2, CRFR2-BP antag -2, CRFBP-R2 agonist -2.1, TAAR1 antag 1, M5 ag -3 and M1 PAM parental 15.
`COc1ccc2c(C)cc(SCC(=O)N3CCOCC3)nc2c1` gave M5 antag 5, CHRM5 PAM 0, TAAR1 agonist 16, M4 PAM 4, CRFR2-BP antag -54, CRFBP-R2 agonist 32, TAAR1 antag 19, M5 ag 3 and M1 PAM parental 14.
Cc1nc(-c2ccc(C(=O)NCCO)cc2)cs1 was read as M5 antag 10, CHRM5 PAM 0, TAAR1 agonist 1, M4 PAM -6, CRFR2-BP antag -3, CRFBP-R2 agonist 0.6, TAAR1 antag -19, M5 ag -2 and M1 PAM parental 9.
Screening COc1ccc(NS(=O)(=O)CC23CCC(CC2=O)C3(C)C)cc1 (stereo unspecified) returned M5 antag -6, CHRM5 PAM 5, TAAR1 agonist 0, M4 PAM -1, CRFR2-BP antag -3, CRFBP-R2 agonist -1.2, TAAR1 antag -1, M5 ag -3 and M1 PAM parental 23.
For Cc1ccccc1Cn1nc(C)c(NC(=O)c2cc(CC(C)C)on2)c1C the results were M5 antag -1, CHRM5 PAM -6, TAAR1 agonist -2, M4 PAM -24, CRFR2-BP antag 12, CRFBP-R2 agonist -5.1, TAAR1 antag -2, M5 ag -4 and M1 PAM parental 8.
Cc1ccc(S(=O)(=O)N2CC3(O)CN(C(=O)OC(C)C)N(C(=O)OC(C)C)CC3(OC(=O)NCc3ccccc3F)C2)cc1 (stereo unspecified) was read as M5 antag 4, CHRM5 PAM -7, TAAR1 agonist 9, M4 PAM -7, CRFR2-BP antag 7, CRFBP-R2 agonist 0.4, TAAR1 antag 60*, M5 ag 3 and M1 PAM parental 6.
Screening CCNS(=O)(=O)c1ccc(CCC(=O)Nc2cc(Cl)ccc2Oc2ccccc2)cc1 returned M5 antag 17, CHRM5 PAM -24, TAAR1 agonist 20, M4 PAM -12, CRFR2-BP antag 10, CRFBP-R2 agonist 5.8, TAAR1 antag 83*, M5 ag 0 and M1 PAM parental -1.
`COc1ccc(CC2C(=O)OC(C)(C)OC2=O)c(Cl)c1OC` gave M5 antag 2, CHRM5 PAM 7, TAAR1 agonist 1, M4 PAM 10, CRFR2-BP antag 4, CRFBP-R2 agonist 0.0, TAAR1 antag 3, M5 ag -3 and M1 PAM parental 11.
`FC(F)(F)c1nc2ccccc2n1CCNc1nc(CN2CCCCC2)cs1` gave M5 antag 2, CHRM5 PAM -1, TAAR1 agonist 1, M4 PAM 3, CRFR2-BP antag 32, CRFBP-R2 agonist 0.6, TAAR1 antag -2, M5 ag -4 and M1 PAM parental -11.
c1ccc2c3c(cc(N4CCOCC4)c2c1)OC1(N2CCOCC2)CCCCC1O3 (stereo unspecified) was read as M5 antag -9, CHRM5 PAM 2, TAAR1 agonist 4, M4 PAM -2, CRFR2-BP antag -28, CRFBP-R2 agonist 0.4, TAAR1 antag -8, M5 ag 1 and M1 PAM parental 8.
`Cc1nn2c(=O)cc(CSCC(=O)Nc3ccccc3F)nc2s1` gave M5 antag -7, CHRM5 PAM 7, TAAR1 agonist 0, M4 PAM 1, CRFR2-BP antag -2, CRFBP-R2 agonist 0.5, TAAR1 antag -2, M5 ag 0 and M1 PAM parental -4.
`COC(=O)c1cc2c(ccn2-c2ccc(F)cc2)n1Cc1cccc(OC)c1` gave M5 antag -3, CHRM5 PAM 3, TAAR1 agonist 8, M4 PAM 2, CRFR2-BP antag -24, CRFBP-R2 agonist -0.1, TAAR1 antag -26, M5 ag -1 and M1 PAM parental -1.
For CCNC(=O)C1CCCN(C(=O)c2cccc(OC(F)(F)F)c2)CC1 (stereo unspecified) the results were M5 antag 5, CHRM5 PAM -7, TAAR1 agonist 1, M4 PAM 0, TAAR1 antag -6, M5 ag 4 and M1 PAM parental 7.
For COC(=O)c1ccc(CN(c2ccc(OC)cc2)S(=O)(=O)c2ccccc2)cc1 the results were M5 antag 8, CHRM5 PAM -1, TAAR1 agonist 1, M4 PAM -8, CRFR2-BP antag 12, CRFBP-R2 agonist 2.1, TAAR1 antag 18, M5 ag -3 and M1 PAM parental 28.
O=C(COc1ccc(Cl)cc1Cl)NC1CC1 was read as M5 antag 9, CHRM5 PAM -4, TAAR1 agonist 0, M4 PAM 3, CRFR2-BP antag -5, CRFBP-R2 agonist -1.4, TAAR1 antag 2, M5 ag 2 and M1 PAM parental 0.
For COc1ccc(CCNC(=O)COC(=O)C2CC2)cc1OC the results were M5 antag -13, CHRM5 PAM 20*, TAAR1 agonist 2, M4 PAM 3, CRFR2-BP antag 5, CRFBP-R2 agonist 1.9, TAAR1 antag -9, M5 ag 0 and M1 PAM parental 15.
`Cc1cc(C)c(NC(=O)NC2CCCCC2)c(C)c1` gave M5 antag 4, CHRM5 PAM 0, TAAR1 agonist 0, M4 PAM 1, CRFR2-BP antag 47, CRFBP-R2 agonist -1.3, TAAR1 antag -11, M5 ag 1 and M1 PAM parental -7.
`NC(=O)c1ccccc1N1CCCCC1` gave M5 antag 8, CHRM5 PAM -3, TAAR1 agonist 14, M4 PAM -16, CRFR2-BP antag -10, CRFBP-R2 agonist -1.5, TAAR1 antag -2, M5 ag 3 and M1 PAM parental 9.
For S=C1NCN(Cc2ccco2)CN1CCc1ccccc1 the results were M5 antag 11, CHRM5 PAM -14, TAAR1 agonist 1, M4 PAM -10, CRFR2-BP antag 1, CRFBP-R2 agonist -1.5, TAAR1 antag -10, M5 ag 4 and M1 PAM parental -2.
Cc1ccc(N(Cc2ccco2)C(=O)c2cccc(S(=O)(=O)N(C)C)c2)cc1 was read as M5 antag 4, CHRM5 PAM -14, TAAR1 agonist 9, M4 PAM -6, CRFR2-BP antag 10, CRFBP-R2 agonist 0.5, TAAR1 antag 16, M5 ag -1 and M1 PAM parental -1.
`CCCCCCCCCCn1c2c(c(=N)c3c1CCC3)CCC2` gave M5 antag 39*, CHRM5 PAM -20, TAAR1 agonist 47*, M4 PAM -28, CRFR2-BP antag -41, CRFBP-R2 agonist 20, TAAR1 antag 34, M5 ag -3 and M1 PAM parental 17.
`COCc1c(C(=O)OC)nnn1-c1ccc(C(F)(F)F)cc1[N+](=O)[O-]` gave M5 antag 6, CHRM5 PAM 3, TAAR1 agonist 1, M4 PAM 10, CRFR2-BP antag 8, CRFBP-R2 agonist 0.1, TAAR1 antag -25, M5 ag 1 and M1 PAM parental 10.
For COc1ccc(NC(=O)C2(C)Cc3c(-c4cccc(C(N)=O)c4)ccnc3O2)cc1 (stereo unspecified) the results were M5 antag 3, CHRM5 PAM 4, TAAR1 agonist 2, M4 PAM 2, TAAR1 antag -10, M5 ag 1 and M1 PAM parental 10.
`O=C(O)c1ccc2cc[nH]c2c1` gave M5 antag -3, CHRM5 PAM 0, TAAR1 agonist 6, M4 PAM 1, CRFR2-BP antag 45, CRFBP-R2 agonist 1.1, TAAR1 antag 1, M5 ag 0 and M1 PAM parental 14.

Not a retest: entries from further up.
`Cc1cc(C)c(NC(=O)NC2CCCCC2)c(C)c1` gave M5 antag 4, CHRM5 PAM 0, TAAR1 agonist 0, M4 PAM 1, CRFR2-BP antag 47, CRFBP-R2 agonist -1.3, TAAR1 antag -11, M5 ag 1 and M1 PAM parental -7.
`NC(=O)c1ccccc1N1CCCCC1` gave M5 antag 8, CHRM5 PAM -3, TAAR1 agonist 14, M4 PAM -16, CRFR2-BP antag -10, CRFBP-R2 agonist -1.5, TAAR1 antag -2, M5 ag 3 and M1 PAM parental 9.
For S=C1NCN(Cc2ccco2)CN1CCc1ccccc1 the results were M5 antag 11, CHRM5 PAM -14, TAAR1 agonist 1, M4 PAM -10, CRFR2-BP antag 1, CRFBP-R2 agonist -1.5, TAAR1 antag -10, M5 ag 4 and M1 PAM parental -2.
